TCR act: Activators of T cell receptors: qHTS campaign. primary human leukocytes, anti-CD3, IL-2 HTRF, 48 h. Potency, µM (titrated, usually from 9.22 µM), for the others: at the top dose activation of IL-2 secretion, hits mostly activators. 330,000 tested, under 10 active; note: % of control where 0% means no effect
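IL-2 release read by HTRF sandwich (Eu cryptate donor, d2 acceptor, 665 nm emission) after 48 hr exposure of primary human leukocytes to compound together with anti-CD3 beads in the absence of co-stimulatory signals.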
Mito fusion act: qHTS Assay for Small Molecule Inhibitors of Mitochondrial Division or Activators of Mitochondrial Fusion. actives 0.23% (n = 320,000). Potency, µM (highest dose often 46.1 µM), for inactives: at the highest dose growth rescue (activation), most hits filed as activators. AID 485298, 2010. S. cerevisiae fusion-defective mutant growth rescue, CellTiterGlo 48 h;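 note: potency is the fitted concentration of half-maximal effect; % of control where 0% means no effect; nearly all actives have a fitted effect of over 45% in size; temperature-sensitive fusion mutants such as fzo1-1 at 37 °C on non-fermentable ethanol glycerol medium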
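Temperature-sensitive fusion-defective S. cerevisiae (e.g. fzo1-1, mgm1-5) were grown with compound in YPEG medium (3% ethanol, 3% glycerol) for 48 hours at 37C. Growth rescue was measured as viability by CellTiterGlo luminescence after 10 minutes at ambient.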
Tb PFK block: qHTS Assay to Find Inhibitors of T. brucei phosphofructokinase; ATP-dependent 6-phosphofructokinase (Trypanosoma brucei brucei), O15648; T. brucei PFK, ADP-Glo luminescence; Potency, µM (titrated, usually from 57.5 µM), inactives show top-dose activity, negative = inhibition, hits mostly inhibitors; actives 0.17% (n = 330,000); AID 485367, 2010;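 note: potency is the fitted concentration of half-maximal effect; 0% = uninhibited 1x PFK enzyme wells and -100% = no-enzyme wells; nearly all actives have a fitted effect of over 60% in size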
Target sequence (O15648 whole entry, looked up): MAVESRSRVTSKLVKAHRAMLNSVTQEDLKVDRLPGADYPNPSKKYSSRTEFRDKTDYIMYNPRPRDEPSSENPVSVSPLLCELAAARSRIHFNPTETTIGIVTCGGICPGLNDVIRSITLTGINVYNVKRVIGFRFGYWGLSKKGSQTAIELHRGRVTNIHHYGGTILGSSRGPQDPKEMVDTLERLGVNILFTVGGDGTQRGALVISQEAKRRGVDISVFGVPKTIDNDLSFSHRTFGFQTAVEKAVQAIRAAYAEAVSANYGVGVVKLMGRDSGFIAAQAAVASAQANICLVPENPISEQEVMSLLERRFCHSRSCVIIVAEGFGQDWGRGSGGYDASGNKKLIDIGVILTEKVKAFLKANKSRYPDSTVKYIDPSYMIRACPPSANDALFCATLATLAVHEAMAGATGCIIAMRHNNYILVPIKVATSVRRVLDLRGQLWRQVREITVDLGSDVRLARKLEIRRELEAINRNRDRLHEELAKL
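ADP-Glo luminescence quantified ADP after 45 min at room temperature, with 1.25 nM T. brucei PFK, 0.1 mM ATP and 0.5 mM fructose-6-phosphate in pH 8.0 TEA buffer. qHTS titrations up to 57 µM; curves classified by quality.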
Eya2 inh: qHTS Assay for Inhibitors of the Phosphatase Activity of Eya2. recombinant Eya2, OMFP fluorescence dephosphorylation (OMFP is methylfluorescein phosphate). Potency, µM (doses to about 76.9 µM), without a hit: at the highest dose activity, negative = inhibition, actives largely listed as inhibitors. actives 0.006% (n = 330,000); note: potency is the fitted concentration of half-maximal effect; % is set by controls: 0 for no effect and ±100 for the full control effect
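Eya2 (0.2 uM) preincubated 10 min at ambient with compound, then OMFP substrate added at 50 uM; 10 min reaction in 50 mM HEPES pH 7.5, 50 mM NaCl, 5 uM MgCl2, 0.05% BSA, 1 mM DTT. Fluorescence read at Ex 485/Em 525 nm.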
PTAP TSG101 blk: qHTS Assay for Iinhibitors of HIV-1 Budding by Blocking the Interaction of PTAP/TSG101; Tumor susceptibility gene 101 protein (Homo sapiens), Q99816; Fluorescence polarization, FITC-PTAP peptide / Tsg101 binding; Potency, µM (titrated, usually from 115 µM), for the others: at the top dose activity change, negative = inhibition, hits mostly inhibitors; 340,000 tested, under 10 active; active = well fitted inhibition curve with a large enough effect in the main read-out, with a control signal flat, not every such curve was filed as active; inconclusive = small, poorly fitted or top-dose-only effect, or effect the other way, or a change in a side signal; inactive = no such curve, though single readings can be large or run the other way; note: potency is the fitted concentration of half-maximal effect; % of control where 0% means no effect
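Fluorescence polarization binding of Tsg101 binding domain (10 uM final) to FITC-labeled PTAP peptide (50 nM final) in HEPES pH 7.5 buffer with NaCl, Tween 20, EDTA, TCEP. Compounds added before peptide; binding 20 min at RT.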
ELG1 repair inh: qHTS screen for small molecules that inhibit ELG1-dependent DNA repair in human embryonic kidney (HEK293T) cells expressing luciferase-tagged ELG1; HEK293T ELG1-luciferase reporter, luminescence, 16 h; DNA damage induced by 5-fluorouridine; Potency, µM (highest dose often 46.1 µM), for inactives: top-dose activity change, negative = inhibition, most hits filed as inhibitors; actives 2.3% (n = 330,000); AID 504467, 2011; note: potency is the fitted concentration of half-maximal effect; % is set by controls: 0 for no effect and ±100 for the full control effect; nearly all actives have a fitted effect of over 55% in size
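In this reporter screen, reduction of luminescence relative to DMSO vehicle indicated activity. Compounds and 5-fluorouridine were added together to 2,000 cells per well, incubated for 16 hr at 37 °C, then developed with ONE-Glo.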
uPA generation: qHTS for Inhibitors of Cell Surface uPA Generation; Potency, µM (top dose mostly 38.3 µM), without a hit: top-dose activity change, negative = inhibition, usual class: inhibitors; cell surface uPA generation assay, qHTS; actives 0.31% (n = 330,000); active = well fitted inhibition curve with a large enough effect; inconclusive = small, poorly fitted or top-dose-only effect; inactive = no such curve, though single readings can be large or run the other way; tested in mouse RAW 264.7 cells; note: potency is the fitted concentration of half-maximal effect; % is set by controls: 0 for no effect and ±100 for the full control effect; nearly all actives have a fitted effect of over 55% in size
BCR signal inh: qHTS Assay to Find Inhibitors of Chronic Active B-Cell Receptor Signaling | ABC-DLBCL IkBa-CBG/CBR reporter, luminescence ratio, 4 h | Potency, µM (doses to about 46.1 µM), without a hit: at the top dose ratio change, negative = lower green/red ratio, actives largely listed as inhibitors | actives 0.05% (n = 340,000) | AID 493014, 2011; active = well fitted inhibition curve with a large enough effect in the signal ratio, with a control signal flat, not every such curve was filed as active; inconclusive = small, poorly fitted or top-dose-only effect, or effect the other way, or a change in a side signal; the % refers to the signal ratio;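 note: potency is the fitted concentration of half-maximal effect; plate controls were basal doxycycline-induced cells for no effect and cells given 10 µM MG132 for full effect; MG132 reads +100%, hits lower the ratio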
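TMD8 human ABC-DLBCL cells with doxycycline-inducible IκBα–green luciferase fusion and unfused red luciferase, in 0.5% FBS medium; compounds up to 46 uM, 4 h at 37C. Green/red luminescence ratio, filter-overlap corrected, fitted to concentration-response curves.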
TSHR antagonist: Antagonists of the Thyroid Stimulating Hormone Receptor: HTS campaign | actives 0.2% (n = 330,000) | activity change, negative = inhibition, % at 11.5 µM | TSHR-expressing cells, TSH-stimulated cAMP HTRF, 2 h; stronger effect = lower value | Thyrotropin receptor (Homo sapiens), P16473;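 active = activity change below a set negative limit, meaning inhibition stronger than a set level, cut at about -70% in these data; inconclusive = activity change between two set negative limits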; note: % is set by controls: 0 for no effect and ±100 for the full control effect
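TSHR-expressing cells, 200/well, pre-treated with compound, then stimulated with EC80 TSH (4nM final) for 2 hours at 37 deg C. cAMP measured by competitive HTRF: anti-cAMP cryptate antibody in lysis buffer plus cAMP-d2, read after 30 minutes at room temperature.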
B2AR arrestin: qHTS assay of beta-arrestin-biased ligands of beta2-adrenergic receptor. actives 0.02% (n = 330,000). Potency, µM (doses to about 46.1 µM), for the others: at the top dose activation, most hits filed as activators. Beta-2 adrenergic receptor (Homo sapiens), P07550. beta-arrestin recruitment to beta2AR, cell-based reporter;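 note: potency is the fitted concentration of half-maximal effect; 0% = DMSO controls and full agonism = EC100 isoproterenol or metaproterenol; nearly all actives have a fitted effect of over 65% in size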
USP2a block: qHTS Assay for Inhibitors of Ubiquitin-specific Protease USP2a Using CHOP2 as the Reporter | Potency, µM (doses to about 38.3 µM), without a hit: top-dose activity change, negative = inhibition, usual class: inhibitors | actives 0.01% (n = 330,000) | AID 463254, 2010 | Ubiquitin carboxyl-terminal hydrolase 2 (Homo sapiens), O75604 | USP2 core, Ub-CHOP2 coupled fluorogenic reporter, 485/531;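 note: potency is the fitted concentration of half-maximal effect; plate controls were DMSO wells for no effect and full inhibition by NEM control for full effect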
Target sequence (O75604 whole entry, looked up): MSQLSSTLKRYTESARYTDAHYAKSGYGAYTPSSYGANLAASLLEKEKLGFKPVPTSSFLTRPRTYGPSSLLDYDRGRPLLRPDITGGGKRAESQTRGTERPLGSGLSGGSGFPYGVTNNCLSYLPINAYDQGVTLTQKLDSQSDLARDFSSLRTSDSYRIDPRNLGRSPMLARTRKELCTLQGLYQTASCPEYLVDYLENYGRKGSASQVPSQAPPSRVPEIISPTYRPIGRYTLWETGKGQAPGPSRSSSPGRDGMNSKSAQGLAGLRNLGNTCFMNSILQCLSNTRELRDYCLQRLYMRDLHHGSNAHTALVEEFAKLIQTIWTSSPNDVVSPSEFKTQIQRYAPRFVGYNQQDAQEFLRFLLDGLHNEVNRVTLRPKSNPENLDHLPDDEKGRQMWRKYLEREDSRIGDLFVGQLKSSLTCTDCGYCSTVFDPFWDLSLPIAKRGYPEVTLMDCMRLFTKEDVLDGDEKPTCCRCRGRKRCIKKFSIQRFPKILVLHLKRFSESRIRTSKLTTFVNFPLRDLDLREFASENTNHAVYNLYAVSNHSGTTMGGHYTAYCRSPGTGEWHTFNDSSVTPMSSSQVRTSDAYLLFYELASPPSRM
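USP2 core (10nM final) preincubated 30min RT with compound in 20mM Tris-HCl pH 8.0, 2mM CaCl2, 2mM beta-mercaptoethanol, 0.05% CHAPS; 25nM Ub-CHOP2 plus 25nM reporter substrate added, fluorescence (Ex485/Em531) read after 60min.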
Starred values were filed as active, the others as inactive; ? = inconclusive; · = not tested or not shown; [ ] = dose if it differs, or a comment. Unless noted, calls come from the whole dose curve; as a rule, active = well fitted curve in the direction sought with a large enough effect; inconclusive = small, poorly fitted or top-dose-only effect, or another doubt; inactive = no such curve, though single readings can be large; an effect the other way counts as inactive or inconclusive.

SMILES	TCR act	Mito fusion act	Tb PFK block	Eya2 inh	PTAP TSG101 blk	ELG1 repair inh	uPA generation	BCR signal inh	TSHR antagonist	B2AR arrestin	USP2a block
CCc1cc2c(SCC#N)ncnc2s1	0%	0%	-3%	4%	-2%	10%	-8%	-3%	-2	0.0%	0%
CC(C1CC1)N(Cc1ccccc1)C(=O)NC(=O)c1ccc(F)cc1 (configuration not stated)	·	0%	-1%	4%	1%	-1%	7%	3%	0	-1.4%	5%
Cc1ccc(C(=O)N(C)CC(=O)Nc2ccc(Cl)c(C(F)(F)F)c2)cc1S(=O)(=O)N1CCCCC1	4%	1%	-11%	-9%	-6%	?	?	?	-13	-0.4%	-7%
COCCCN1C(=O)C(=O)/C(=C(/O)c2ccc3c(c2)CC(C)O3)C1c1cccnc1 (configuration not stated)	-44%	-2%	2%	-1%	-12%	10%	7%	?	23	-0.1%	3%
CCOC(=O)c1[nH]c2ccc(C)cc2c1NC(=O)CN1CCCCC1	0%	10%	19%	6%	6%	?	8%	-5%	0	0.1%	-1%
CCCC(=O)Nc1cc(C(=O)O)ccc1Sc1ccccc1	-9%	-7%	5%	0%	-2%	-4%	4%	0%	2	-0.1%	2%
Cc1ccc(S(=O)(=O)N2CCN(S(=O)(=O)c3ccccc3)C2)cc1	·	4%	-4%	-3%	·	-1%	11%	5%	-6	-0.2%	-2%
CCCN(CCC)C(=O)COc1cc(=O)n(CC)c2ccccc12	-3%[46.1 µM]	-6%	0%	6%	-5%	?	-15%	?	9	0.4%	1%
Cc1ccc(CNC(=O)C2CC3Cn4c(nc5cc6ccccc6cc54)C3N2C)o1 (configuration not stated)	12%	0%	-6%	5%	-11%	28%	14%	?	-2	0.4%	0%
Cc1ccc(C)c(NC(=O)C2COc3ccccc3O2)c1 (configuration not stated)	2%	0%	-4%	-13%	-8%	?	-19%	?	2	-0.5%	-1%
CCOc1ccc(-c2csc3nc[nH]c(=O)c23)cc1	1%	3%	-1%	2%	-5%	?	-5%	-13%	-4	-0.1%	0%
Cc1noc(C)c1S(=O)(=O)N1CCN(c2ccccc2Cl)CC1	0%	14%	-2%	24%	0%	-1%	2%	9%	-2	-0.3%	1%
COc1cccc(/C=C/C(=O)OCC(=O)NC(=O)NC2CCCCC2)c1	11%	14%	7%	7%	-1%	16%	0%	-1%	-3	-0.4%	1%
c1ccc(-c2cccs2)nc1	-8%	3%	3%	7%	-2%	-13%	-4%	-12%	6	-0.3%	-1%
COc1ccc(Cl)cc1-c1nc(SCC(N)=O)n[nH]1	-108%	-2%	0%	1%	-7%	1%	-5%	12%	-4	-0.7%	3%
CCCN(CCC)S(=O)(=O)c1cc2c3c(c1)CCN3C(=O)CC2	-5%	2%	4%	-7%	-3%	0%	1%	6%	-17	-1.2%	-1%
CCCCCc1nnc(NC(=O)c2ccc(=O)n(C)n2)s1	-7%	-5%	-1%	-12%	0%	-5%	13%	-10%	-4	0.2%	0%
O=C(NCC(c1ccco1)N1CCCCC1)c1ccc([N+](=O)[O-])s1 (configuration not stated)	5%[46.1 µM]	·	-3%	-7%	0%	?	-10%	6%	-6	-0.1%	-2%
CCn1cc([N+](=O)[O-])c(C(=O)Nc2ccc3c(c2)OCCO3)n1	0%	-1%	-4%	?	-5%	?	-30%	0%	3	0.4%	2%
COc1cccc(S(=O)(=O)NCc2ccc3c(c2)OCO3)c1	·	1%	0%	-8%	-7%	-13%	·	3%	43	-0.5%	1%

3 of the entries above in order of the TSHR antagonist value, descending:
Structure,TCR act,Tb PFK block,Eya2 inh,PTAP TSG101 blk,uPA generation,BCR signal inh,TSHR antagonist,B2AR arrestin,USP2a block
c1ccc(-c2cccs2)nc1,-8%,3%,7%,-2%,-4%,-12%,6,-0.3%,-1%
CC(C1CC1)N(Cc1ccccc1)C(=O)NC(=O)c1ccc(F)cc1 (configuration not stated),·,-1%,4%,1%,7%,3%,0,-1.4%,5%
COc1ccc(Cl)cc1-c1nc(SCC(N)=O)n[nH]1,-108%,0%,1%,-7%,-5%,12%,-4,-0.7%,3%

The listing continues:
SMILES	TCR act	Mito fusion act	Tb PFK block	Eya2 inh	PTAP TSG101 blk	ELG1 repair inh	uPA generation	BCR signal inh	TSHR antagonist	B2AR arrestin	USP2a block
CC(=O)N1CCN(C(C)=O)C1c1ccccc1	1%	1%	2%	5%	-7%	0%	-2%	-34%	-3	-0.1%	4%
CC(NC(=O)CNC(=O)c1cccs1)c1cccc(C(F)(F)F)c1 (configuration not stated)	15%	·	-2%	1%	-1%	1%	8%	1%	-5	-1.2%	-4%
O=C(Nc1ccc(Br)cn1)c1ccc(Br)s1	-2%	3%	3%	-21%	-7%	?	-11%	?	-16	0.1%	3%
CCc1nnc(NC(=O)CSc2nnc(-c3ccoc3C)n2-c2cccc(C)c2)s1	-5%	1%	-2%	-7%	-6%	-5%	2%	3%	-3	-0.9%	-6%
Cc1ccc(C)c(NC(=O)C2CC(O)CN2C(=O)OC(C)(C)C)c1 (configuration not stated)	-6%	1%	-7%	1%	-4%	-8%	1%	2%	10	0.2%	0%
Cc1ccc(-c2nc(-c3cccnc3)sc2CC(=O)O)cc1	5%	1%	4%	-1%	-6%	0%	-1%	2%	-11	0.2%	-1%
CCOC(=O)c1cc(C)n(-c2ccc(Cl)cc2)c1C	-2%	-4%	1%	-5%	-2%	14%	-1%	?	-5	-0.6%	-1%
O=C(NNC1=NCCC1)c1ccc(Br)cc1	-1%	-1%	-1%	-10%	-2%	1%	-3%	-15%	0	-0.6%	5%
N/C(=N\OC(=O)CCCc1ccccc1)c1ccc([N+](=O)[O-])cc1	9%[46.1 µM]	-1%	-1%	4%	0%	1%	0%	?	-17	-1.0%	-3%
COc1ccc(NC(=O)CSc2ccc3c4c(cccc24)C(=O)c2ccccc2-3)cc1	0%	1%	0%	11%	?	5%	4%	-21%	4	-0.6%	7%
CCOC(=O)CS(=O)(=O)c1ccccc1	0%	-3%	-21%	-31%	-3%	4%	2%	-4%	-2	0.2%	3%
CS(=O)(=O)N1CCC(C(=O)Nc2ccccc2Sc2ccccc2)CC1	-1%	4%	0%	5%	-2%	10%	3%	?	-1	0.1%	2%
CCOC(=O)c1csc(NC(=O)c2ccc(C#N)cc2)n1	-1%	-8%	1%	-11%	0%	-23%	14%	?	0	0.0%	0%
O=C(c1ccco1)N1CCN(C(=O)c2cn(-c3ccccc3)nc2-c2ccc(F)cc2)CC1	0%	6%	0%	7%	0%	?	-5%	9%	1	0.1%	-1%
CC(C)Sc1nc(-c2cccs2)nc2c1c(=O)n(C)c(=O)n2C	·	-2%	-2%	-6%	·	-7%	·	-15%	-4	-0.7%	2%
CCn1c(C)cc(C)c(C#N)c1=O	-3%	4%	-3%	16%	-9%	10%	-9%	1%	4	-0.1%	1%
COc1ccc(N(CC(=O)N/N=C/c2ccc(OC)c(OC)c2)S(=O)(=O)c2ccccc2)cc1	-23%	-2%	-1%	-1%	-2%	?	-6%	?	7	0.3%	-1%
CCCc1nc2ccccc2c(C(=O)OCc2nnc(-c3cc(OC)c(OC)c(OC)c3)o2)c1CC	-16%	6%	0%	-21%	-4%	?	8%	?	-3	-0.4%	1%

Assay outcomes: PubChem BioAssay, National Center for Advancing Translational Sciences (NCATS)
